# Rab2 wt GTP: changes GTP binding to wildtype dog Rab2A, up or down; P61105; GST-Rab2 wt beads, Bodipy-GTP binding, flow cytometry; GTP binding activity, % at 10 µM; 190,000 compounds, 0.19% hits;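 active = GTP binding activity at least 20 points away from 100%, either lowered or raised; inconclusive = signal likely due to the compound's own green fluorescence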;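 also: 0% = beads with excess unlabeled GTP and 100% = no-compound control corrected for plate trend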
# Cdc42 wt: changes GTP binding to wildtype human Cdc42. GST-Cdc42 beads, Bodipy-GTP binding, flow cytometry; actives lie on both sides. percent activity (GTP binding), % at 10 µM. P60953. 190,000 compounds, 0.2% hits;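 active = percent activity GTP binding at least 20 points away from the 100% baseline, either down as inhibitor or up as activator; inconclusive = compound flagged as likely green fluorescent from well-wide comparison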;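 also: median bead fluorescence of bound Bodipy-FL-GTP at 100 nM; 0% = excess unlabeled GTP control and 100% = no compound control; below 100% means less GTP binding so inhibitor and above means activator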
# HRas wt GTP bind: modulators of GTP binding to human HRas wildtype | P01112 | GTP binding activity, % at 10 µM | GST-Ras wt beads, Bodipy-FL-GTP binding, flow cytometry; actives lie on both sides | 190,000 compounds, 0.14% hits | AID 759;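 active = GTP binding activity at least 20% away from the 100% baseline, either lowered as inhibitor or raised as activator; inconclusive = flagged as likely green fluorescent, judged across all proteins in the well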;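 also: 0% = unlabeled GTP competition control and 100% = no-compound control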
# Target sequence (P01112 whole entry, looked up): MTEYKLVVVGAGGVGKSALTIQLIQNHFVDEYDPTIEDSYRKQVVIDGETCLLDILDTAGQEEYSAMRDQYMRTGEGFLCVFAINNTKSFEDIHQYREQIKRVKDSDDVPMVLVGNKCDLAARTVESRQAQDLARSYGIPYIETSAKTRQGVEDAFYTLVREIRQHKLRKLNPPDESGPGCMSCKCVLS
# RGS8-Gao: modulates binding of RGS8 to human Galphao. P09471. multiplexed bead flow cytometry; actives lie on both sides. response (percent of control binding), % at 10 µM. 220,000 compounds, 0.34% hits; in the data active = response below about 60% or above about 140%; inactive = in between;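 also: Galphao activated as the GDP aluminium fluoride complex binding bead-coupled RGS8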
# Target sequence (P09471 whole entry, looked up): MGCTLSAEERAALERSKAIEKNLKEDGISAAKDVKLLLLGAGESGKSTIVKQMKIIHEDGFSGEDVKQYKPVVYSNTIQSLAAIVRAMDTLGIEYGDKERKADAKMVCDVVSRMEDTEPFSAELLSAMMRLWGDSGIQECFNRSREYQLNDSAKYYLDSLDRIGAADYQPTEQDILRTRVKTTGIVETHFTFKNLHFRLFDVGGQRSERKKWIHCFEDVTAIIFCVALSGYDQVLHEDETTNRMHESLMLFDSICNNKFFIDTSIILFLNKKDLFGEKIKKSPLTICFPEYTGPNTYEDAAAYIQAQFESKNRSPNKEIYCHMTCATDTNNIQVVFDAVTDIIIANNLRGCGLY
# Mcl-1 Bim block: human Bim-Mcl-1 interaction inhibition; Bead-based flow cytometry, Bim peptide-Mcl-1 binding; inhibition, % at 10 µM; 190,000 compounds, 0.1% hits; in the data active = inhibition above about 40%;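 also: 0% = no compound tracer wells and 100% = peptide blocker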
# Target sequence (Q07820 whole entry, looked up): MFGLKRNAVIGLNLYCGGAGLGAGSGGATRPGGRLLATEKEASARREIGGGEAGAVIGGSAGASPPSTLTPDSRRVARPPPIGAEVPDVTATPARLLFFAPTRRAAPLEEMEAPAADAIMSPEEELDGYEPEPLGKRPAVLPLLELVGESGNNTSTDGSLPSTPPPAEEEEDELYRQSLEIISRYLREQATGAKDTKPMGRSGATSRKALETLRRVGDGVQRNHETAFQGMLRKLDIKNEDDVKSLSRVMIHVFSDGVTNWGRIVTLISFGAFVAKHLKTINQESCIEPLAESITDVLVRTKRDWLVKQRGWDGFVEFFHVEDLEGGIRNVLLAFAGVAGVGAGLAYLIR
# Pf gamet viab: kills late stage P. falciparum gametocytes; P. falciparum stage V gametocytes, ATP luminescence, 24 h; inhibition, % at 10.9 µM; 150,000 compounds, 0.065% hits; AID 743093;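 active = inhibition above the mean plus 3 SD of compounds within the control limits, set per campaign, cut at about 38% in these data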;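 also: 0% = DMSO wells and 100% = medium only without gametocytes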
# Rac1 wt GTP bind: alters GTP binding to wildtype human Rac1 | P63000 | GTP binding activity (% of control), % at 10 µM | GST-Rac1 beads, fluorescent GTP binding, flow cytometry; actives lie on both sides; 0 = cold GTP competed, 100 = untreated | 190,000 compounds, 0.27% hits;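 active = GTP binding activity at least 20 points away from the 100% control level, either lower or higher; inconclusive = compound flagged as likely green fluorescent, judged across all proteins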
# Rac1 mut GTP: alters GTP binding to activated mutant human Rac1; GST-Rac1 activated beads, fluorescent GTP binding, flow cytometry; actives lie on both sides; 100% means binding = to untreated wells; percent activity (GTP binding), % at 10 µM; 190,000 compounds, 0.11% hits;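 active = GTP binding at least 20 percentage points away from the 100% baseline, in either direction, so actives lie on both sides; inconclusive = Compound likely fluorescent itself, or too few beads counted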
# Mcl1-Noxa inh: disrupts binding of human Mcl-1 to Noxa peptide; Q07820; TR-FRET Mcl-1/Noxa peptide binding, 2 h; inhibition, % at 21.7 µM; 220,000 compounds, 1.5% hits; AID 1022;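 active = compounds that cut the protein-peptide binding signal by more than 50% relative to plate controls in a single-dose test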;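 also: His-tagged Mcl-1 with rhodamine Noxa BH3 peptide and terbium anti-His antibody; 0% = Mcl-1 plus Noxa peptide wells and 100% = peptide-only wells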
# Rab7 wt GTP bind: dog Rab7 wildtype GTP binding, inhibitors and activators; GST-Rab7 beads, fluorescent GTP binding, flow cytometry; actives lie on both sides; untreated = 100%, excess cold GTP = 0%; GTP binding activity (percent of control), % at 10 µM; 190,000 compounds, 0.055% hits;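 active = fluorescent GTP binding to Rab7 beads changed by at least 20 points from the 100% baseline, either direction, mostly lower; inconclusive = compound itself probably fluorescent, or too few beads counted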;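 also: median green fluorescence of bound Bodipy-FL-GTP per Rab7 bead population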
# Mcl1 Bid PPI: disrupts binding of human Mcl-1 to Bid peptide; TR-FRET Mcl-1/Bid-Dy647 peptide binding, 1536-well; inhibition, % at 21.7 µM; 220,000 compounds, 0.97% hits; AID 1021;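 active = compounds that cut the binding signal by more than half at the single screening dose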;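 also: His-tagged Mcl-1 with europium anti-His antibody binding Bid BH3 peptide; 0% = Mcl-1 plus peptide wells and 100% = peptide-only wells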
# * hit, by the source's call; u = inconclusive; x = not tested or not shown. Random draw from the library (roughly 2.9% active in at least one column).
SMILES,Rab2 wt GTP,Cdc42 wt,HRas wt GTP bind,RGS8-Gao,Mcl-1 Bim block,Pf gamet viab,Rac1 wt GTP bind,Rac1 mut GTP,Mcl1-Noxa inh,Rab7 wt GTP bind,Mcl1 Bid PPI
CN1C(=O)SC(Nc2ccc(F)cc2)C1=O (stereo unspecified),102,102,101,99,-1,5,102,99,3,99,-14
Cc1cc(C(=O)CCl)c(C)n1-c1cccc(S(=O)(=O)N2CCOCC2)c1,93,90,94,103,0,5,94,90,16,93,-32
CCCNS(=O)(=O)c1ccc(CCC(=O)N2CCCC2)cc1,100,97,100,108,-5,-10,100,98,-6,104,-4
O=C(c1ccc2c(c1)OCO2)C1CCCN(Cc2cccn2-c2cccnc2)C1 (stereo unspecified),97,98,96,101,-3,-3,95,92,5,96,-16
CCCCn1c(N)c(N(CCC(C)C)C(=O)CSc2nnc3ccccn23)c(=O)[nH]c1=O,102,105,104,103,0,x,104,102,5,97,-19
COc1cc(C2Nc3cc(Cl)c(S(N)(=O)=O)cc3S(=O)(=O)N2)ccc1OCc1ccccc1 (stereo unspecified),100,102,103,103,1,x,109,100,11,103,15
COc1cccc(-n2c(Cn3nc(C(F)F)cc3C(F)F)n[nH]c2=S)c1,96,100,100,101,-8,x,101,98,26,102,-54
Cc1cc(/C=N/NC(=O)c2ccc(O)cc2)c(C)n1C1CC1,92,91,94,101,2,1,97,97,48,97,-9
O=C(NC1CC1)C1CCC(=O)N1C1CCCC1 (stereo unspecified),100,97,98,100,1,x,100,96,2,100,-22
Cc1cccn2c(=O)c(C=O)c(Sc3ncccn3)nc12,98,98,98,99,-1,-1,99,97,26,99,-24
COc1ccc(C(CNC(=O)c2ccc(C)c(S(=O)(=O)N3CCCCC3)c2)N(C)C)cc1OC (stereo unspecified),94,96,97,99,-3,5,101,99,18,91,-14
O=C(CSc1nnc(-c2ccncc2)o1)N1CCc2ccccc2C1,96,93,95,105,-3,15,94,95,-12,100,-13
CCOC(=O)Nc1ccc(NC(=O)c2ccccc2F)cc1,92,105,96,100,0,15,93,96,11,94,-31
CCN(CCNC(=O)C1CCN(S(=O)(=O)CC)CC1)c1ccccc1,98,102,101,102,-1,6,100,100,0,98,-45
CC12C(=O)N(c3cccc4cccnc34)C(=O)C1C1C=CC2C1 (stereo unspecified),98,96,101,98,1,x,105,99,-7,103,-6
O=C(c1ccco1)n1nc(-c2ccccc2)nc1NCc1ccco1,100,101,100,97,-3,x,106,97,12,100,7
CCCC(=O)N1CCN(c2ccc(NC(=O)c3cc4ccccc4o3)cc2)CC1,102,105,103,102,-5,x,110,100,15,101,-19
CSc1ccc(C(=S)N2CCN(CCO)CC2)cc1,104,104,104,100,-7,x,101,98,12,101,-43
NNC(=O)COc1cccc(Oc2ccccc2)c1,100,99,97,104,-1,x,99,97,3,101,-1
Cc1cc(C)c(C(=O)/C=C/c2cccs2)c(=O)[nH]1,99,102,96,104,0,12,97,99,6,93,-5
Cc1cc(C)nc(NC2=NCC(=O)N2c2ccc(Cl)cc2)n1,104,104,104,94,-1,x,102,101,7,96,-19
Cc1cccc(NC(=S)NNC(=O)c2sccc2C)c1,101,103,100,100,-11,-12,102,99,-26,100,-21
CC(=O)Nc1ccc(OC(F)(F)C(F)C(F)(F)F)c(NC(C)=O)c1 (stereo unspecified),95,92,96,95,5,-13,94,97,0,94,-2
Cc1nnc(SCC(=O)NNC(=O)c2ccc(Cl)cc2)n1CC1CCCO1 (stereo unspecified),96,92,95,101,-1,-3,94,93,-12,100,-26
CC(NC(=O)Nc1ccc(O)cc1)(C(F)(F)F)C(F)(F)F,102,102,103,103,2,x,106,101,-2,101,0
CC(C)CCN1CCN(Cc2nc(-c3ccc(F)cc3)cs2)CC1CCO (stereo unspecified),100,95,99,103,0,15,97,97,-4,105,-12
O=C(N1CCOCC1)N1CCN(CC(O)COc2ccc3ccccc3c2)CC1 (stereo unspecified),101,98,98,102,2,12,98,97,-6,101,-14
Cc1cc(C)c(S(=O)(=O)N(CC(=O)NCc2cccnc2)C2CCCCC2)c(C)c1,99,100,100,96,0,-11,100,97,-20,100,9
CCOC(=O)c1cn(-c2c(Cl)cccc2Cl)c2cc(Cl)c([N+](=O)[O-])cc2c1=O,98,95,99,105,-3,-31,104,95,10,103,-1
CCn1cc(C(=O)N2CCN(c3cccc(Cl)c3)CC2)c2cc(OC)c(OC)cc2c1=O,93,92,92,97,2,-1,95,95,30,95,-1
CC(C)CC1c2[nH]c3ccccc3c2CCN1C(=O)C1CCOCC1 (stereo unspecified),94,97,96,106,-2,16,102,97,0,92,-109
CCOC(=O)c1cnc(SC)nc1Oc1cccc(NS(=O)(=O)c2ccccc2)c1,98,103,100,101,0,8,101,99,-7,99,-2
O=C(O)CCc1ccc(-c2ccc(F)cc2)n1CC(=O)O,100,101,101,101,-2,x,103,99,9,101,-15
CCCOc1ccc(-c2cnc(N)s2)cc1,100,101,98,99,-4,19,100,99,9,99,-10
COC(=O)c1cc(CC(=O)c2ccc(O)cc2O)c(C)o1,97,99,97,98,1,x,98,95,2,100,-31
O=C(O)c1cccnc1Sc1ccc(Cl)cc1,100,99,96,100,0,16,98,98,10,97,-21
COc1cc(C)c(S(=O)(=O)N2CCCC2)cc1C,106,106,103,93,-1,-12,102,100,15,105,4
Fc1ccccc1CNC(=S)Nc1cccc(C(F)(F)F)c1,101,102,103,105,-7,-6,103,100,13,102,-101
COc1ccc(/C=N/NC(=O)Nc2ccc3nsnc3c2)c(OC)c1,98,100,99,104,0,34,102,97,9,96,12
CC1(C)Cc2ccccc2-c2nc(NCCCO)n(-c3ccccc3)c(=O)c21,97,103,99,101,-5,27,103,99,-16,97,-21
CCn1cc(CN2CCCC(CO)(Cc3cccc(Cl)c3)C2)cn1 (stereo unspecified),99,96,100,105,-1,-17,101,96,3,107,-47
O=C(O)CCCN(Cc1cccc(Br)c1)S(=O)(=O)c1ccc(Br)cc1,90,89,88,106,2,2,88,88,18,86,15
O=C(NCCc1ccccc1)C(=O)NCc1ccncc1,94,98,96,102,-5,17,103,100,10,97,3
CN(C)c1ccc(N=Nc2ccccc2C(=O)OCC(=O)NCC2CCCCC2)cc1,97,95,97,109,-2,-4,101,97,21,97,-37
CN(CC(=O)Nc1ccc(Cl)c(Cl)c1)Cc1nnc(-c2ccc(F)cc2)o1,97,95,96,98,-2,-31,94,94,-1,101,3
COc1ccccc1N1CCN(Cc2nc(N)nc(Nc3ccccc3)n2)CC1,97,98,97,100,-2,x,97,95,-15,97,-23
Cc1[nH]n(-c2cccc(Cl)c2)c(=O)c1-c1ccccc1,97,98,95,102,-4,x,102,94,0,100,-11
O=C(Nc1c(-c2ccccc2)nc2ncccn12)c1cc2ccccc2oc1=O,102,100,100,109,0,x,104,100,1,101,-5
O=C(NC1CC1)c1ccc2c(c1)C1C3CCC(C3)C1C(c1ccccc1)N2 (stereo unspecified),99,97,102,78,-22,-1,105,100,0,98,-12
COc1ccc(-c2c[n+](CC(=O)OC3CC(C)CCC3C(C)C)c3n2CCC3)cc1 (stereo unspecified),95,101,97,100,0,-36,94,95,3,97,-23
O=C(NC(=S)Nc1ccccc1O)c1ccccc1Cl,97,97,100,98,-1,x,99,95,12,104,-13
COc1ccc(CCC(C)Nc2ccccc2F)cc1 (stereo unspecified),u,u,u,101,x,-14,u,u,20,u,-26
CC12CCC(C(=O)Nc3cccc4ccccc34)(C1Br)C2(C)C (stereo unspecified),97,98,100,98,0,-4,99,98,-1,96,-10
Cc1nnc(SCCn2c(N3CC(C)CC(C)C3)nc3c2c(=O)[nH]c(=O)n3C)s1 (stereo unspecified),103,100,103,102,-3,-26,99,100,-1,96,-49
O=C(c1ccco1)N1CCN(C(=O)N2CCCCC2)CC1,101,96,99,92,3,2,100,98,-11,105,-25
COc1ccc(-c2nn(-c3ccccc3)cc2/C=C(\C#N)S(=O)(=O)c2ccccc2)cc1OC,99,100,100,96,0,x,104,98,-9,105,-37
CCN(CC(=O)Nc1ccc(Br)c(C)c1)CC(=O)NC(C)C,102,96,98,101,-1,7,99,97,20,104,-17
CCOC(=O)C1CCN(C(=O)N(C)C)CC1,99,100,98,99,0,x,99,98,-1,100,-6
O=C(NCc1ccco1)c1cc2nc(-c3cccs3)cc(C(F)(F)F)n2n1,91,95,93,88,-1,-5,92,94,-3,91,-3
CCOC(=O)c1csc(NC(=O)c2ccc(OC)c(OC)c2)n1,99,102,98,102,-3,-5,101,98,5,97,-9
# Next structures follow:
SMILES,Rab2 wt GTP,Cdc42 wt,HRas wt GTP bind,RGS8-Gao,Mcl-1 Bim block,Pf gamet viab,Rac1 wt GTP bind,Rac1 mut GTP,Mcl1-Noxa inh,Rab7 wt GTP bind,Mcl1 Bid PPI
CC(C)CCOc1ccc(C(=O)C[N+]2(C)CCOCC2)cc1,104,107,104,102,-1,x,108,101,5,104,-9
COc1ccc(N2C(=O)CC(N3CCN(c4ccc(S(C)(=O)=O)cc4)CC3)C2=O)cc1 (stereo unspecified),102,107,103,102,2,x,109,102,13,100,0
COc1ccc(/C=C2\C(=O)NCC(=O)N2Cc2ccccc2)cc1,103,102,104,99,-3,x,102,99,10,105,-11
COc1ccc(-c2[nH]ncc2CN(C)Cc2cc(C)[nH]n2)c(F)c1,94,90,94,109,-1,-17,93,93,9,96,-6
O=C(N1CCOCC1)N(Cc1cccs1)C1CCCC1,100,101,98,93,0,-7,103,98,-19,102,-8
CCOC(=O)c1c(-c2ccc(C)o2)csc1NC(=O)CSc1nnc(C)s1,90,91,94,94,2,x,90,91,34,90,-14
COc1cccc(NC(=O)Cn2c(CCC(=O)O)ccc2-c2ccccc2)c1,97,95,96,100,-2,-2,101,94,-9,103,-39
COCCN(CC(=O)NCc1ccccc1)C(=O)CCC(=O)Nc1nccs1,98,102,99,99,2,x,100,98,0,98,-18
CS(=O)(=O)C1=NSC2=NC(=O)/C(=C\c3cccn3-c3ccc(Cl)cc3)C(=N)N21,95,99,95,102,14,x,95,99,92*,97,-14
O=C(COc1ccc(Cl)cc1Cl)N(Cc1ccco1)C1CCS(=O)(=O)C1 (stereo unspecified),100,98,100,99,0,x,105,99,14,101,-46
CCCc1[nH]n(-c2nc3ccccc3s2)c(=O)c1C=NCCCN(CC)CC,97,98,95,111,1,x,98,95,21,102,-22
CC(C)(C)OC(=O)[C@H](Cc1ccccc1)NC(=O)c1nc[nH]c1C(=O)NCc1ccccc1,94,92,96,104,2,16,95,94,-74,94,-26

# Source: PubChem BioAssay (several laboratories)
